# Source: PubChem BioAssay
# LDHA block: LDHA (human) enzyme inhibition; P00338; purified LDHA, NADH/diaphorase-resazurin fluorescence; hits give low values; activity change, % (values are at about 110 or 230 µM); hit rate 0.15% among 480,000; in the data active = activity change below about -30%; inconclusive = mostly about -25% to -30%;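 note: plate controls were DMSO wells for no effect and wells without enzyme for full effect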
#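 Remaining NADH was detected by diaphorase (0.133 mg/mL) converting 37 µM resazurin to fluorescent resorufin, read at 0 and 20 minutes. The preceding 5-minute room-temperature reaction used 2 nM LDHA, 0.2 mM sodium pyruvate and 0.06 mM NADH at pH 7.4.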
# ALOX12 inh: inhibitors of human 12S-lipoxygenase ALOX12. Potency, µM (top dose mostly 108 µM), inactives show at the highest dose activity change, negative = inhibition, most hits filed as inhibitors. P18054. purified 12hLO, xylenol orange hydroperoxide absorbance. hit rate 1.1% among 580,000; active = well fitted inhibition curve with a large enough effect; inconclusive = small, poorly fitted or top-dose-only effect, or another doubt; inactive = no such curve, though single readings can be large or run the other way; note: potency is the fitted concentration of half-maximal effect
# Target sequence (P18054 whole entry, looked up): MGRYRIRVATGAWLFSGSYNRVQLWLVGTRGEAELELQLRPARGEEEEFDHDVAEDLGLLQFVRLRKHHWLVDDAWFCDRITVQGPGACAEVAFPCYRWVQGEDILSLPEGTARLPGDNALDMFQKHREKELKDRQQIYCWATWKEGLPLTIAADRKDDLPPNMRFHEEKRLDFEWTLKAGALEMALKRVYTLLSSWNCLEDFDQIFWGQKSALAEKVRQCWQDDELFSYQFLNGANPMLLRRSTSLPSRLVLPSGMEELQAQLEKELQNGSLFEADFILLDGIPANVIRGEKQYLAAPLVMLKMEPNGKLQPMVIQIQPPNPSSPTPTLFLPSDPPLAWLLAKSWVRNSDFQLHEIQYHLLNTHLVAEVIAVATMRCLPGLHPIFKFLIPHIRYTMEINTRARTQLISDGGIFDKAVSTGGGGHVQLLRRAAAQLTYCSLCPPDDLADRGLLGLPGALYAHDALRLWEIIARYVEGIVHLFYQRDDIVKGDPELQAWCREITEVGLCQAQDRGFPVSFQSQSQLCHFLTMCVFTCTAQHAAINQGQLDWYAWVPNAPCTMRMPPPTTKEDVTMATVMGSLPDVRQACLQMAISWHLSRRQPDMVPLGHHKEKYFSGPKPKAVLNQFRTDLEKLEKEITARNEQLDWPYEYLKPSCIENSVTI
#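 Hydroperoxide product was detected by ferrous iron/xylenol orange as the 573 to 405 nm absorbance ratio. Arachidonic acid at 40 uM (final) was turned over for 30 min at room temperature by 150 nM human 12hLO, pH 7.0 Hepes buffer, after 15 min compound preincubation.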
# Numbers without * were called inactive; ? = inconclusive; [ ] = another dose, or the depositor's remark. Unless noted, % is set by controls: 0 for no effect and ±100 for the full control effect. Only part of the results is shown. The share of hits here may be higher or lower than overall.
# Sequence of screens – LDHA block	ALOX12 inh
CCCCN(C=O)c1c(CC)nc2c(OCc3ccccc3C)cccn12
 : -2	-7%
CC(=O)c1c(SCC(=O)Nc2ccc(F)cc2F)nc(=O)[nH]c1C
 : -17	-2%
COC(=O)N1CCCCC1c1cc(C(=O)N2CCOCC2)no1 (stereo unspecified)
 : -11	0%
COc1ccccc1Cc1nnc(NC(=O)c2cccc(NC(=O)c3ccccc3)c2)s1
 : -6	-6%
Cc1cc(C(=O)OCC(=O)NCC(C)C)c2ccccc2n1
 : 0	-1%
Cc1cccc(C(=O)Nc2cccc3cccnc23)c1C
 : 14	1%
CCN1C(SCC(=O)Nc2ccccc2)=NS(=O)(=O)c2ccccc21
 : 5	36%[activator]
N#CC1=C(N)OC2=C(C(=O)CC(c3ccc(Cl)cc3)C2)C1c1ccccc1Cl (stereo unspecified)
 : 2	16µM*
NC(=O)C1CCCN(C(=O)CCc2ncc(-c3ccc(F)cc3)o2)C1 (stereo unspecified)
 : 2	-3%
CCc1nc2ccccc2c(C(=O)OCC(=O)NC(N)=O)c1C
 : 1	?
CCCCC(=O)Nc1ccc2oc(-c3ccc(F)cc3Cl)nc2c1
 : 6	?
Nc1nc(SCC(=O)NCc2ccc(Cl)cc2Cl)n[nH]1
 : 3	9%
COc1ncccc1-c1cc2nc(NCCCN(C)C)n(C)c(=O)c2s1
 : -3	-20%
N#Cc1ccc(NCCNC(=O)C2CC=CCC2)nc1 (stereo unspecified)
 : 4	4%
COc1ccc(C(O)c2ncc(-c3ccc4ccccc4c3)[nH]2)cc1F (stereo unspecified)
 : -6	-8%
COc1ccc(-c2nn3c(=O)cc(CNC(=O)c4cc(OC)c(OC)c(OC)c4)nc3s2)cc1
 : -14	1%
N#Cc1ccc(Oc2ccc(C=O)cc2)cc1C#N
 : 2	-22%
Cc1ccc(C)c(CS(=O)CCC(=O)Nc2ccccc2)c1 (stereo unspecified)
 : -1	?
Cc1ccccc1-c1nc(C#N)c(NCCc2ccccc2)o1
 : 7	-19%
CC(=O)Nc1cccc(-c2ccnc3c2CC(C)(C(=O)Nc2ccc(Cl)cc2)O3)c1 (stereo unspecified)
 : 1	-2%
CCOC(=O)N1CCN(C(=O)c2nn3c(C(F)(F)F)cc(-c4cccs4)nc3c2Cl)CC1
 : 6	-33%
O=C(Nc1ccc(CC(=O)N2CCOCC2)cc1)c1cc(F)cc(F)c1
 : -6	4%
CCC(C)[C@@H](NC(=O)NCc1ccc(C)cc1)C(=O)OC (stereo partly specified)
 : 5	4%
CCOC(=O)c1cc(-c2ccc(S(=O)(=O)N3CCN(c4cc(Cl)ccc4C)CC3)s2)on1
 : 3	-21%
CC1=C(C(=O)Nc2ccccc2)C(c2ccc(Cl)cc2Cl)NC(=S)N1 (stereo unspecified)
 : -1	-92%
C/C(=N/NC(N)=S)c1ccc(Cl)cc1Cl
 : 2	?
Cc1ccc(/C=[N+](\[O-])c2ccccc2)cc1
 : 11	?
Cc1ccc(CC(=O)N2CCC(NS(=O)(=O)c3ccc(Cl)cc3)CC2)cc1
 : -2	28%
Cc1cc(C(=O)Nc2ccccc2C(=O)O)ccc1NC(=O)CSc1ccccc1
 : 2	-28%
CC(=O)NCCC12CC3CC(CC(C3)C1)C2
 : 2	-28%

# Remaining list, next part
# Sequence of screens – LDHA block	ALOX12 inh
CCCCCCCCN1C(=O)[C@H](CC(=O)NCCC(C)C)C[C@@]2(C(=O)OCC)CCC=C12
 : 2	-28%
Cc1ccccc1NC(=O)Cn1c(=O)n(CC2CCC(C(=O)NC(C)C)CC2)c(=O)c2sccc21 (stereo unspecified)
 : -2	-19%
CCOC(=O)[C@]12CCCC=C1N(Cc1ccc(Cl)cc1Cl)C(=O)[C@H](CC(=O)NCCCOC)C2
 : 5	4%
CCCOC(=O)c1ccc(Oc2coc3cc(OC)ccc3c2=O)cc1
 : -4	17%
Cc1cccc(-c2nc(C#N)c(N3CCOCC3)o2)c1
 : -31*	?
O=C1COc2ccccc2C(c2nc3ccccc3[nH]2)N1C1CC1 (stereo unspecified)
 : -3	12%
Cc1ccc(COc2ccc(CNC3CC3)cc2)cc1
 : 9	?
CS(=O)(=O)N1CCC(NC(=O)c2cnc3ccccc3n2)CC1
 : -4	24%
CC(=O)Nc1cc(-c2ccc(N3CCN(C)CC3)cc2)cn2c(-c3cccc(C(=O)N(C)C)c3)cnc12
 : 4	-17%
Fc1ccccc1-c1nnc2sc(-c3ccc4ccccc4n3)nn12
 : -2	-4%
O=c1c2ccccc2cnn1Cc1coc(-c2ccccc2)n1
 : 5	-29%
COC(=O)c1cc(-c2c(C)oc3cc(OC(C)=O)ccc3c2=O)c(C)o1
 : 13	-3%
Nc1c(C(=O)Nc2c(Cl)cccc2Cl)sc2nc(-c3ccncc3)ccc12
 : 4	-1%
CC(Sc1nnc(N2CCCC2)n1-c1ccccc1Cl)c1nc2ccccc2c(=O)[nH]1 (stereo unspecified)
 : 12	-10%
Cn1c(=O)n(Cc2ccccc2)c(=O)c2c1nc(N1CCCC1)n2Cc1ccccc1
 : -5	?
Cc1c(C)n2c3c(=O)[nH]c(=O)n(C)c3nc2n1CCCN(C)C
 : ?	19%
O/N=c1/oc2cc3occ(-c4ccccc4)c3cc2c2c1CCC2
 : 3	-8%
COc1ccc(N(C)C(=O)c2ccc3ccccc3n2)cc1OC
 : -9	4%
Clc1cccc(-n2cccc2)c1
 : -1	-25%
CCCc1c(C(=O)NCCO)nnn1-c1ccc(C)cc1
 : 12	1%
Cc1ccc(C)c(-n2nnc(C(=O)NC3CCCCC3)c2N)c1
 : 8	13%
Cc1cccc2sc(=S)[nH]c12
 : -21	32µM*
COc1ccc(-c2coc3cc(OCC(=O)OC(C)C)ccc3c2=O)cc1OC
 : 19	-65%
CCOC(=O)c1ccc(N2CCN(CC)CC2)c(NC(=O)COc2ccc(OC)cc2)c1
 : -14	0%
COc1ccc(C)cc1CC(=O)NCc1nnc2ccccn12
 : 7	-10%
CC1CCCCC1NC(=O)CCCNC(=O)C(C)(C)C (stereo unspecified)
 : -6	17%
CCOC(=O)c1cnc(Nc2cccc(C)c2C)c2ccccc12
 : 1	3%
COc1cccc(NC(=O)CSc2nc(Cl)nc3nc[nH]c23)c1
 : 5	-11%
Cc1[nH]c2ccccc2c1C(c1ccc(Br)o1)c1c(C)[nH]c2ccccc12
 : 18	?
Cc1ccc(-n2c(SCC(=O)NC(C)c3cc4ccccc4o3)nnc2N2CCOCC2)cc1 (stereo unspecified)
 : -1	0%

# Full records, quoted from the list. Values in the order: LDHA block, ALOX12 inh
# CC(=O)Nc1cc(-c2ccc(N3CCN(C)CC3)cc2)cn2c(-c3cccc(C(=O)N(C)C)c3)cnc12 in the list: 4, -17%
# Cc1ccc(COc2ccc(CNC3CC3)cc2)cc1 in the list: 9, ?
# CCCc1c(C(=O)NCCO)nnn1-c1ccc(C)cc1 in the list: 12, 1%

# Reprinted at random: four compounds from above
# Sequence of screens – LDHA block	ALOX12 inh
CC(=O)Nc1cc(-c2ccc(N3CCN(C)CC3)cc2)cn2c(-c3cccc(C(=O)N(C)C)c3)cnc12
 : 4	-17%
Cc1cccc2sc(=S)[nH]c12
 : -21	32µM*
CCCOC(=O)c1ccc(Oc2coc3cc(OC)ccc3c2=O)cc1
 : -4	17%
Cc1cccc(-c2nc(C#N)c(N3CCOCC3)o2)c1
 : -31*	?

# (more compounds)
# Sequence of screens – LDHA block	ALOX12 inh
CCn1cc(-c2cc(C(=O)OC)c3ccccc3n2)c(C)n1
 : 0	28%
Cc1cc(Cl)cc(C)c1OCC(=O)Nc1ccccc1N1CCCC1=O
 : -14	-30%
O=C(OCc1cccc2ccccc12)c1cnccn1
 : 13	-14%
O=C(NC12CC3CC(CC(C3)C1)C2)c1ccc(-c2nc3ccccc3s2)s1
 : -2	-10%
CS(=O)(=O)N1CCCC1C(=O)NC1CCCCC1 (stereo unspecified)
 : 0	-2%
CC(=O)Nc1cncc(-c2cccc(C(=O)N3CCOCC3)c2)n1
 : 1	-6%
C/C(=N\NC(=O)c1cccs1)c1cccc(C)c1
 : -2	8%
CCCCCCn1nc(C(=O)OCC(=O)Nc2cc(C)on2)c2ccccc2c1=O
 : 2	-9%
Cc1nc2c(cc(OCc3ccc(F)cc3)c3ccsc32)s1
 : 15	-1%
O=C(NCCc1ccccc1)Nc1ccc(CN2CCOC2=O)cc1
 : 10	28%
Cc1nc2nc(SCC(=O)c3ccc4c(c3)OCO4)[nH]c2cc1Br
 : 6	-11%
Cn1c(CNc2cccc(Br)c2)c(C#N)c2ccccc21
 : 3	-9%
CC(C)(C)c1cc2nc(NCCc3ccc(S(N)(=O)=O)cc3)ccn2n1
 : 5	0%
COCCNC(=O)C1CCCN(C(=O)c2ccc(C(F)(F)F)nc2C)CC1 (stereo unspecified)
 : -6	-1%
Cc1ccc(S(=O)(=O)OCCCCOS(=O)(=O)c2ccc(C)cc2)cc1
 : -10	?
N#Cc1ccc(Oc2cccc(F)c2)cc1
 : 8	-30%
CCc1ccc(NC(=O)C2CCN(c3nc4ccccc4nc3OC)CC2)cc1
 : -3	-2%
CCc1nc2ccc(C(=O)NCCCn3ccnc3)cn2c1N(C)C(=O)C1CCCCC1
 : -10	2%
Cc1cnc(C(=O)OCc2ccccc2Cl)cn1
 : -1	-33%
O=C(CCc1c[nH]c2ccccc12)NCCc1cccnc1
 : 13	-7%
CCc1ccccc1NC(=O)c1cc2cccc(OC)c2oc1=O
 : -20	-16%
CCCCn1c(=O)[nH]c(=O)c2c1nc(CCC(=O)N1CCCCC1C)n2CC(C)C (stereo unspecified)
 : 5	0%
COc1cccc(-c2cc(C(=O)N3CCN(C(=O)c4ccc(Br)o4)CC3)[nH]n2)c1
 : 10	-1%
COC(=O)CNC(=O)c1ccc(CSC)cc1
 : -4	?
Cc1ccc(C(=O)NC2CCCc3ccccc32)c(C)c1 (stereo unspecified)
 : 1	?
COc1ccc(C2=NN(C(=O)c3cccs3)C(c3ccc4nccnc4c3)C2)cc1OC (stereo unspecified)
 : -6	1%
CCn1c(CCCOc2ccc(Cl)cc2C)n[nH]c1=S
 : -2	18µM*
Cc1noc(C)c1COc1ccc(C(=O)N2CCN(CC(=O)N3CCCC3)CC2)cc1
 : -2	-5%
CC1(C)CC(=O)C2=C(C1)OC(N)=C(C#N)C2c1cccc(O)c1 (stereo unspecified)
 : -1	-10%
Cc1ccc(NC(=O)C=C2CCCCC2)cc1
 : -2	9%

# Remaining list, next part:
# Sequence of screens – LDHA block	ALOX12 inh
CC(=O)Nc1ccc(NC(=O)Nc2ccc(Cl)cc2)cc1
 : -2	?
CC(C)Nc1nc(C(=O)Nc2ccc(Cn3cncn3)cc2)cs1
 : 26	4%
CCC(CC)C(=O)Nc1nnc(C2CC(=O)N(c3ccc(Cl)cc3)C2)s1 (stereo unspecified)
 : -4	1%
Cc1ccc(C)c(CSc2nc3c(cnn3CCO)c(=O)[nH]2)c1
 : 5	18%
CCc1cccc2c1N(C(=O)CCc1ncc(-c3c(F)cccc3F)o1)CC2
 : -4	?
CCOc1cc(/C=N/O)ccc1OCC(N)=O
 : 0	28%
CC(C)c1ccc(NC(=O)COC(=O)/C=C/c2cccc3cccnc23)cc1
 : 9	19%
COc1ccc(S(=O)(=O)N2CCN(C(=O)c3cn[nH]c3-c3ccccc3)CC2)cc1
 : 5	?
N#Cc1nc(-c2ccccc2)oc1N1CCN(c2ccccc2)CC1
 : -2	0%
CS(=O)Cc1cccc(C(=O)Nc2nc(-c3ccccn3)cs2)c1 (stereo unspecified)
 : 15	?
Cc1nc(C2(NC(=O)CCn3c(=O)oc4ccccc43)CCCCC2)no1
 : -15	?
O=C1CSC2(C(=O)Nc3ccccc32)N1c1cc(Cl)cc(Cl)c1 (stereo unspecified)
 : 3	?
COc1ccc(C2c3c(-c4ccccc4O)n[nH]c3C(=O)N2CCCO)cc1OC (stereo unspecified)
 : -14	19%
COc1cc(/C=C(/C#N)c2nc3ccccc3[nH]2)ccc1OCCc1ccccc1
 : 5	6%
COc1ccc(C)cc1Nc1nc2ccccc2nc1NS(=O)(=O)c1cccc2nsnc12
 : 11	31%[activator]
Oc1c(C=Nc2ccc(F)c(Cl)c2)ccc2ccccc12
 : 10	-7%
Cc1cc(C)c(NC(=O)c2cnc3ccccc3n2)c(C)c1
 : 8	0%
NC(CCc1ccccc1)c1ccccc1 (stereo unspecified)
 : 0	2%
CCn1c(SCC(=O)NCc2ccc(CN3CCOCC3)cc2)nnc1-c1cccc(Cl)c1
 : 3	3%
COc1ccc2c(C)c(CC(=O)Nc3cccc(Cl)c3)c(=O)oc2c1C
 : 0	-14%
Cc1ccc(NC(=O)C2=C(c3ccccc3)NC(=S)NC2c2ccc(Cl)cc2)cc1 (stereo unspecified)
 : -6	35µM*
Cc1ccc2c(CN(C)CCOc3ccc(Br)cc3)cc(=O)oc2c1
 : 1	13%
COc1ccc(-c2csc(C(O)c3cccc(Cl)c3)n2)cn1 (stereo unspecified)
 : -10	-20%
CCCNS(=O)(=O)c1ccc(OCC(=O)NCc2cccnc2)cc1
 : 1	49%
CC(C#N)OC(=O)c1ccc(CNC(=O)OC(C)(C)C)cc1 (stereo unspecified)
 : 2	-1%
CCCc1nc2cc(C)c(Br)c(C)n2c1Cc1ccccc1OC
 : 0	?
COc1ccc(/C=C2/CCn3c2nc2cc(Cl)ccc2c3=O)cc1O
 : -1	1.8µM*
CSc1ccc(Cl)c(C(=O)Nc2c(C)cc(C)cc2Cl)c1
 : 2	?
